STK33 inh = blocks human STK33 kinase activity; inhibition, % at 10 µM; 0.073% of 320,000 active; Q9BYT3; purified STK33, MBP phosphorylation, ADP-Glo luminescence;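 active means inhibition at or above 25%, using the most active replicate where run in duplicate; inactive means inhibition below 25%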
Target sequence (Q9BYT3 whole entry, looked up): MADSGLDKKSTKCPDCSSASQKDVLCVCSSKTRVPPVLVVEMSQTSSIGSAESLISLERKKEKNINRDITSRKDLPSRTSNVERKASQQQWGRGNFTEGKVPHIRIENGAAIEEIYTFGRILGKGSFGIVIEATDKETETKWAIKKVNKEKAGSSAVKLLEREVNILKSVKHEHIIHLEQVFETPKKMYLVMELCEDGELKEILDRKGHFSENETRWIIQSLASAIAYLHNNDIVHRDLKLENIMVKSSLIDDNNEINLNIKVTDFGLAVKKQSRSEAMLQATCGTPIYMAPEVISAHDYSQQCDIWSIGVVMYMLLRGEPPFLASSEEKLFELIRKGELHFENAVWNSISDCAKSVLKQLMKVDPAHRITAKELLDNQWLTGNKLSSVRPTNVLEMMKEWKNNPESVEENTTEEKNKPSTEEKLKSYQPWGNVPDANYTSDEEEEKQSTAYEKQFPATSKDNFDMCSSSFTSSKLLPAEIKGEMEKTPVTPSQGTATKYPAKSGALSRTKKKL
Kir21 inh = inhibitors of mouse Kir2.1 inward-rectifier potassium channel. P35561. HEK293-Kir2.1, FluxOR thallium flux fluorescence; hits give low values. B-score at 10 µM. 0.85% of 310,000 active. AID 1672;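 active means fluorescence ratio B-score at or below minus 3 SD of library scores, with starting-brightness B-score within 2 SD, cut at about -4.2 in these data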;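 further: channel flux triggered by added potassium and thallium sulfate stimulus; B-score of peak minus minimum fluorescence over baseline after thallium stimulus; more negative B-score means stronger Kir2.1 block with less thallium influx; some compounds called inactive have numbers as strong as hits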
Target sequence (P35561 whole entry, looked up): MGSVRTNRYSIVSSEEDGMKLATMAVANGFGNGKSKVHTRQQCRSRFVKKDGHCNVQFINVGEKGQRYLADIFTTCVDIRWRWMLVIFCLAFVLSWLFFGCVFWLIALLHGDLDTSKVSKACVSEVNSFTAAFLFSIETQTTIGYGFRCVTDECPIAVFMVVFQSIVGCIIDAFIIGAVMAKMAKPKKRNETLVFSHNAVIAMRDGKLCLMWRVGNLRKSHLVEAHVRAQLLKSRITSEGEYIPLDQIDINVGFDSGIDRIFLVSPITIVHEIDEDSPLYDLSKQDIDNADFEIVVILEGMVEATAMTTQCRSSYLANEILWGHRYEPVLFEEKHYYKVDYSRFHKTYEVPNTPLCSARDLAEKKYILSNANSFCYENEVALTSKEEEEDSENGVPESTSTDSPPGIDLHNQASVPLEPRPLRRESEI
KCNQ2 inh = KCNQ2 channel blockers in CHO-K1 cells – cell-based, FluxOR thallium flux, B-score, primary screen (AID 2156); O88943; 20 min; hits give low values; B-score at 10 µM; 1.1% of 310,000 active;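 active means fluorescence ratio B-score at most minus 3 library SDs, with starting brightness B-score within 2 library SDs, cut at about -5.5 in these data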
* marks the source's active call; other numbers are inactive results; i = inactive; . = no result given.

SMILES | STK33 inh | Kir21 inh | KCNQ2 inh
CC1CCCN(C(=O)CSCC(=O)N=c2sc3ccccc3n2C)C1 (stereo not given) | 0.2 | -0.55 | i
Cc1cc(Oc2ccccc2F)nc(NCc2ccccc2)n1 | . | 0.63 | i
Cc1ccc(C(=O)NCC(=O)Nc2ccccc2C(F)(F)F)cc1 | -0.6 | 2.2 | i
O=C(O)C(Cc1ccccc1)Nc1ccc([N+](=O)[O-])cc1[N+](=O)[O-] (stereo not given) | 0.0 | -0.42 | i
CCc1ccc(NC(=O)CSc2nnc(-c3cccs3)n2CC)cc1 | -1.7 | 0.67 | i
Cc1ccccc1-n1c(C)nnc1SCC(=O)N1CCc2ccccc2C1 | 0.6 | -2.7 | i
COc1ccc(-n2c(SCC(=O)O)nnc2-c2ccc(NC(=O)c3ccccc3)cc2)cc1 | 1.9 | 0.91 | i
CCN1CCN(c2cc(C)c3cc(NC(=S)N4CCN(c5ccccc5F)CC4)ccc3n2)CC1 | -0.7 | -1.3 | i
Cc1ccc(C(=O)N/C(=C\c2ccc(-c3ccccc3[N+](=O)[O-])o2)C(=O)NCCCN2CCOCC2)cc1 | -0.5 | 1.4 | i
CCNC(=O)c1ccccc1-c1nc(-c2ccccc2Cl)no1 | 0.6 | 0.52 | i
Cn1nnnc1SCc1cn2cccnc2n1 | -2.4 | 2.6 | i
N#CCC(=O)NCCCOC(=O)Nc1ccc(Cl)c(Cl)c1 | -2.5 | 0.55 | i
O=C(O)c1ccc(/C=N/NC(=O)c2cc3c(ccc4ccccc43)o2)cc1 | -2.8 | 0.05 | i
CCC1Oc2ccccc2N(CC(=O)NC2CC2)C1=O (stereo not given) | -1.2 | 1.1 | i
CCOc1ccc(NC(=O)c2ccc(N)cc2)cc1 | 1.0 | 0.88 | i
Cc1c(C(=O)O)cccc1-c1ccc(/C=N/Nc2ccc(Br)cc2)o1 | 1.0 | 0.39 | i
O=C(COc1ccccc1[N+](=O)[O-])NCc1cccnc1 | -1.6 | -1.3 | i
COc1ccc(CNC(=O)C2COc3ccccc3O2)c(OC)c1 (stereo not given) | -0.1 | 1.9 | i
Cn1c(SCc2nc3ccccc3[nH]2)nnc1-c1cccs1 | -1.4 | -0.37 | i
CCCN1C(=O)/C(=C/c2c(N3CCNC(=O)C3CC(=O)OCC)nc3c(C)cccn3c2=O)SC1=S (stereo not given) | 0.2 | -3.3 | i
Cc1ccccc1OCC(=O)N1CCN(C(=O)COc2ccccc2C)CC1 | -1.1 | -0.2 | i
O=C(CSc1ccc(-c2nc3ccccc3[nH]2)cn1)Nc1ccc(S(=O)(=O)NC2CC2)cc1 | 1.3 | 1.7 | i
O=C(Cn1cnc([N+](=O)[O-])c1)NCCc1ccccc1 | -3.8 | -0.02 | i
CCOc1ccc(NC(=O)CCS(=O)(=O)c2ccc3c(c2)CCCN3C(C)=O)cc1 | -1.9 | 0.74 | i
Cc1c(Cl)cnc(NC(=O)COC(=O)Cc2coc3ccc4ccccc4c23)c1Cl | -0.3 | -1.9 | i
(listing goes on)
SMILES | STK33 inh | Kir21 inh | KCNQ2 inh
CCCCn1c(N)c(N(CCOC)C(=O)c2ccc(Cl)c(S(=O)(=O)N3CCCCC3)c2)c(=O)[nH]c1=O | 0.4 | -0.92 | i
CCOc1ccc(NC(=O)C/C(C)=N/NC(=O)c2cnccn2)cc1 | -0.5 | 0.17 | i
COc1cc(C(=O)NC(C)c2ccc3ccccc3c2)cc(Cl)c1O (stereo not given) | -1.8 | 0.84 | i
O=c1c(Oc2ccccc2)coc2cc(O)cc(O)c12 | -0.2 | 1.3 | i
COC(=O)c1c(C)cc(O)c(C=O)c1O | -1.8 | -1.4 | i
Cc1nc(CSc2nnc(Nc3cccc(C)c3C)s2)cs1 | -4.2 | -0.68 | i
COc1cccc(/C=C/C(=C2/C(=O)N(c3ccccc3)N=C2C)c2ccc(C)cc2)c1OC | -2.1 | -1.8 | i
COc1ccc(Cl)cc1NC(=O)c1cnccn1 | -2.0 | -0.04 | i
CCOC(=O)C1CCCN(C(=O)C2CC(=O)N(c3ccc(C)cc3)C2)C1 (stereo not given) | -1.6 | -0.05 | i
COc1ccc(/C=C/C(=O)OC(C)CN2CCCCC2)cc1 (stereo not given) | -0.1 | 0 | i
COc1cc([N+](=O)[O-])cc(/C=N/NC(=O)c2cc(C)nc3ccccc23)c1O | -1.1 | 0.51 | i
O=C(NC1CCCCCC1)c1ccc(N2CCCC2=O)cc1 | -0.7 | -0.74 | i
CCCc1ccc(OCc2nc(-c3ccc(NC(=O)c4cccs4)cc3)no2)cc1 | -0.7 | -1.1 | i
COc1ccc(NC(=O)c2oc3ccc(S(=O)(=O)N4CCOCC4)cc3c2C)cc1 | 0.1 | 0.54 | i
CC(C)CC(=O)Nc1ccc(C(=O)NNC(=O)C(c2ccccc2)c2ccccc2)cc1 | 0.4 | 1.1 | i
CC(=O)NCCC(=O)N1CCCC(N2CCN(c3cccc(Cl)c3)CC2)C1 (stereo not given) | -0.4 | -1 | i
Nc1nnnn1/N=C/c1ccc(Cl)cc1 | -0.1 | 0.97 | i
Cc1cc(C)nc(Nc2ccccc2F)n1 | 0.7 | -1.6 | i
COc1cccc(C(=O)O/N=C(\N)CS(=O)(=O)c2ccccc2)c1 | -0.6 | -0.13 | i
O=C(Nc1ccc(CN2CCCCC2)cc1)c1cccc(Br)c1 | 1.6 | -2.4 | i
CCN(CC)C(=O)CSc1nnc(NC(=O)CCc2ccccc2)s1 | 0.2 | -0.01 | i
Cc1ccc(-c2c(C#N)c(N)nc3c2CCCC3)o1 | -0.4 | 0.78 | i
COc1cccc(NC(=O)C(=O)N/N=C(\C)CC(=O)Nc2ccc(NC(C)=O)cc2)c1 | -0.2 | 1.6 | i
Cc1ccc(NC(=O)CSc2nnc(-c3ccccn3)n2N)c(Br)c1 | 2.4 | -1.1 | i
COc1ccc(C(=O)NCCCN2CCOCC2)cc1Br | -0.2 | -0.24 | i

Grouped by structure: the entries above with a thiophene ring, fused or not (3)
SMILES | STK33 inh | Kir21 inh | KCNQ2 inh
CCc1ccc(NC(=O)CSc2nnc(-c3cccs3)n2CC)cc1 | -1.7 | 0.67 | i
Cn1c(SCc2nc3ccccc3[nH]2)nnc1-c1cccs1 | -1.4 | -0.37 | i
CCCc1ccc(OCc2nc(-c3ccc(NC(=O)c4cccs4)cc3)no2)cc1 | -0.7 | -1.1 | i

New compounds follow.
SMILES | STK33 inh | Kir21 inh | KCNQ2 inh
CC1(C)CC(=O)c2c(nc3ccccc3c2N)C1 | -0.5 | -1.5 | i
CNC[C@H](CC1CCCCC1)NC[C@H](Cc1ccccc1)NCCC12CC3CC(CC(C3)C1)C2 | 3.7 | -8.2* | i
C/C(N)=C(/C#N)C(=O)CSc1nn(-c2ccc(Cl)cc2)c(=S)s1 | -1.8 | -1.5 | i
Cc1cc(C)nc(SCCCn2c(=O)[nH]c3ccccc32)n1 | -0.4 | -1.6 | i
O=C(CCc1ccccc1)Nc1ccnn1C1CCN(Cc2ncc[nH]2)CC1 | -1.0 | 0.12 | i
CCOc1cc([N+](=O)[O-])cc2c1C(=O)Nc1ccccc1O2 | -0.9 | -0.59 | i
COc1ccc(NS(=O)(=O)c2ccc(NC(=O)C(CCSC)NC(N)=O)cc2)cc1 (stereo not given) | -1.3 | -0.08 | i
O=C(CSc1nccn1-c1ccccc1)c1ccc(Br)cc1 | -1.0 | -0.5 | i
O=C(NCC(c1cccs1)N1CCOCC1)c1ccccc1NS(=O)(=O)c1cc([N+](=O)[O-])ccc1Cl (stereo not given) | -0.5 | -0.38 | i
CCc1ccccc1N(CC(=O)N1CCc2ccccc2C1)S(C)(=O)=O | 3.6 | -1.7 | i
C=CCc1cc(C=O)cc(OC)c1OCc1ccc(Cl)cc1 | -0.4 | -2.2 | i
O=C(CN1C(=O)C2CCCCC2C1=O)OCn1nnc2ccccc2c1=O (stereo not given) | 0.0 | -0.66 | i
O=C(c1ccc(Cl)cc1)C1CCCN(Cc2ccc(Oc3ncccn3)cc2)C1 (stereo not given) | 2.7 | 0.32 | i
COc1ccc(C(=S)N2CCOCC2)cc1OC(=O)c1ccc([N+](=O)[O-])cc1[N+](=O)[O-] | -0.4 | 1.3 | i
Cc1nonc1NC(=O)Nc1cccnc1 | -1.7 | -0.63 | i
CC(C)(C)c1ccccc1NC(=O)c1ccc2c(c1)SC1=NS(=O)(=O)CCN12 | -1.2 | -0.01 | i
CC(=O)Nc1ccc(S(=O)(=O)N2CCN=C2SCc2ccc(C)cc2)cc1 | -1.2 | -0.84 | i
COc1ccc(/C=N/NC(=O)c2cccnc2)cc1 | 0.0 | -1.4 | i
CCN(CC)S(=O)(=O)c1cc(NC(=O)C(C)N2CCN(Cc3ccc4c(c3)OCO4)CC2)ccc1C (stereo not given) | -0.1 | 0.83 | i
Cc1nc2nc(C)c(NS(=O)(=O)c3ccc(C4CCCCC4)cc3)c(=O)n2[nH]1 | 0.7 | 0.94 | i
CCC1=C2CC[C@H]3C(=O)N(c4ccccc4)C(=O)[C@H]3[C@H]2[C@@]2(C)C(=NCc3ccccc3)OC(=O)N2C1=O | 2.6 | -0.51 | i
O=C(CN1CCN(c2ncccn2)CC1)NCc1ccccc1 | -2.4 | -1.6 | i
O=S(=O)(Nc1nc2ccccc2nc1NCCO)c1cccc(Cl)c1 | 0.7 | -1.1 | i
Nc1nonc1C(=O)N1CCCCC1 | 0.4 | 1.1 | i
NC(=O)NC(=O)COC(=O)CCCc1c[nH]c2ccccc12 | -0.3 | 1.4 | i
Going on with the list:
SMILES | STK33 inh | Kir21 inh | KCNQ2 inh
O=C(Cc1ccc(F)cc1)N1CCN(c2ccc(F)cc2)CC1 | -0.5 | 0.18 | i
N#Cc1ccccc1-n1c(N)c(C(=O)N2CCCC2)sc1=S | 1.3 | -0.08 | i
CCOC(=O)c1[nH]c(C(=O)O)c(CCN(CC)CC)c1C | -0.2 | 2.5 | i
CCN1C(=O)C(O)(C2COC(C)(C)CC2=O)c2cc(Br)ccc21 (stereo not given) | -0.4 | 0.23 | i
Cc1cc(C)c2oc(C(=O)Nc3ccc(S(=O)(=O)N4CCCC(C)C4)cc3)cc(=O)c2c1 (stereo not given) | -4.3 | -0.6 | i
Cc1cn(C2C=CC(CO)O2)c(=O)[nH]c1=O (stereo not given) | -0.1 | -0.46 | i
Cc1ccc(NC(=O)c2ccc(CSc3nnc(C)s3)cc2)c(C)c1 | -0.6 | 0.05 | i
COc1ccc(NC(=O)Nc2ccccc2OC)cc1 | -1.6 | 0.22 | i
O=C(NCCO)c1nc2ccccc2s1 | -0.1 | 1.5 | i
Cc1ccc(NC(=O)CN(C)C(=O)c2sc3cc(Cl)ccc3c2Cl)cc1 | . | -0.68 | i
COc1ccc([C@@H]2C[C@@H](c3ccccc3)Oc3c(C)ccc(C(C)C)c32)cc1 | -1.0 | -0.58 | i
C=CCNC(=O)c1onc(CS(=O)(=O)c2cc(C)cc(C)c2)c1C(=O)NCC=C | -0.7 | -0.87 | i
COc1cc(CN2CCCC(C(=O)Nc3cccc(-n4cccn4)c3)C2)ccc1F (stereo not given) | -0.7 | -1.4 | i
Cc1[nH]nc(SCC(=O)NC2CCCC2)c1[N+](=O)[O-] | 0.1 | 0.93 | i
COc1ccc(S(=O)(=O)N(C)CC(=O)O)c2ccccc12 | 0.0 | -1.1 | i
N/C(=N\OC(=O)COc1ccc(Cl)cc1Cl)c1ccccn1 | -2.4 | 1.9 | i
Cc1ccc(C(c2sc3ncnn3c2O)N2CC(C)CC(C)C2)cc1 (stereo not given) | 0.6 | 0.7 | i
NC(=O)CSc1nccn1Cc1ccc2c(c1)OCO2 | -1.4 | 0.4 | i
COc1ccc(N(C(=O)C2CSC(=O)C2)C(C(=O)NC(C)(C)C)c2ccncc2)cc1 (stereo not given) | -2.7 | 0.8 | i
Cn1nnnc1SCc1cc(=O)n2ccsc2n1 | -1.0 | -0.05 | i
COc1ccc(-c2cc(C(=O)Nc3ccccc3N3CCOCC3)c3ccccc3n2)cc1OC | 0.6 | 0.15 | -8.2*
CCOc1ncccc1C(=O)NCc1ccccc1 | -0.7 | -0.63 | i
COc1ccc(OC)c2sc(NC(=O)C3=COCCO3)nc12 | -0.7 | 1.4 | i
C=CCNC(=S)NNC(=O)c1csc(CC)c1 | -2.1 | 0.66 | i
COc1ccccc1CCNC(=O)c1ccc(NC(=O)CC2SC(N3CCCC3)=NC2=O)cc1 (stereo not given) | -0.9 | 0.6 | i
CCN1CCc2nc(NC(=O)Cc3ccc4c(c3)OCCO4)sc2C1 | -2.2 | -0.02 | i
O=C(NC(Cc1ccccc1)C(=O)O)c1ccc(S(=O)(=O)N2CCCC2)cc1 (stereo not given) | -0.6 | -0.32 | i
C/C(=N/NC(=O)c1ccoc1C)c1ccc(N2CCOCC2)cc1 | -0.1 | 1.1 | i
CN(C)C(=O)c1ccc(Nc2nnc(-c3ccc(O)cc3)c3ccccc23)cc1 | -0.8 | 0.11 | i
CCOC(=O)c1c(O)c(Cl)c(C)[nH]c1=O | -0.9 | 1.1 | i

6 entries drawn at random from the list so far:
SMILES | STK33 inh | Kir21 inh | KCNQ2 inh
COc1ccc(OC)c2sc(NC(=O)C3=COCCO3)nc12 | -0.7 | 1.4 | i
O=C(NCCO)c1nc2ccccc2s1 | -0.1 | 1.5 | i
Cc1[nH]nc(SCC(=O)NC2CCCC2)c1[N+](=O)[O-] | 0.1 | 0.93 | i
Cn1nnnc1SCc1cc(=O)n2ccsc2n1 | -1.0 | -0.05 | i
CCN1CCc2nc(NC(=O)Cc3ccc4c(c3)OCCO4)sc2C1 | -2.2 | -0.02 | i
NC(=O)CSc1nccn1Cc1ccc2c(c1)OCO2 | -1.4 | 0.4 | i
